# Salmonella PhoP GFP – Inhibition of PhoP regulon, Salmonella typhi GFP reporter cells, confirmation, 4 h (AID 1850). Salmonella Typhi PhoP-promoter GFP reporter, fluorescence, 4 h; higher % means a stronger effect. inhibition, % at 50 µM; hits with a dose series show IC50 in µM. 310,000 compounds, 0.33% hits; in the data active means a potency from the dose series; inconclusive means inhibition mostly from about 25% at the one dose, without a potency; inactive means the rest, 99 in 100 with inhibition below about 19%;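 further: 0% = induced wells with vehicle and 100% = uninduced wells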
# inhibitors of VEEV – inhibitors of VEEV TC-83 cytopathic effect, confirmation, Vero cells (AID 588727); Vero cells, VEEV TC-83 cytopathic effect inhibition; higher % means a stronger effect; one-dose inhibition, % at 20 µM; IC50 in µM for titrated hits; 350,000 compounds, 0.13% hits; in the data active means a potency from the dose series; inconclusive means inhibition mostly from about 14% at the one dose, without a potency; inactive means the rest, 99 in 100 with inhibition below about 12%; further: strong numbers were not always called active
# tuberculosis growth – growth inhibition of non-replicating M. tuberculosis (AID 488890); inhibition, % at 25 µM, or IC50 in µM where a hit was titrated; Mycobacterium tuberculosis non-replicating, growth inhibition; higher % means a stronger effect; 320,000 compounds, 0.39% hits; in the data active means a potency from the dose series; inconclusive means inhibition mostly from about 82% at the one dose, without a potency; inactive means the rest, 99 in 100 with inhibition below about 76%;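 further: plate controls were DMSO cells for no effect and high antibiotic wells for full effect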
# M. tuberculosis HTS – M. tuberculosis growth inhibition, HTS (AID 449762) | M. tuberculosis H37Rv growth inhibition, 7H9 media; higher % means a stronger effect | 330,000 compounds, 0.59% hits | one-dose inhibition, % at 25 µM; IC50 in µM for titrated hits; in the data active means a potency from the dose series; inconclusive means inhibition above about 70% without an active follow-up result;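 further: bacterial growth assessed after seven days of incubation; strong numbers were not always called active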
# influenza NS1A – NS1A inhibition, H1N1 influenza, cell based functional assay (AID 504329) | NS1A functional cell-based assay, percent inhibition; higher % means a stronger effect | inhibition, % at 12.5 µM, or IC50 in µM where a hit was titrated | 340,000 compounds, 0.3% hits; in the data active means a potency from the dose series; inconclusive means inhibition above about 27% without an active follow-up result; further: strong numbers were not always called active
# inhibitors of VEEV 10K pilot screen – also measured in inhibitors of VEEV; calls as there; inhibition, %; measured here: 10K pilot screen inhibition
# * marks the source's active call; other numbers are inactive results; i = inactive; ? = inconclusive; / = no result given.
# Sample of the layout (4 entries):
SMILES,Salmonella PhoP GFP,inhibitors of VEEV,tuberculosis growth,M. tuberculosis HTS,influenza NS1A,others
Cc1ccc([C@H]2C(C(=O)O)=CC[C@@H](c3cccc(Cl)c3)N2S(=O)(=O)c2ccc(C)cc2)cc1,/,i,/,/,-20%,
Cc1ccc(-c2nc3cc(N)ccc3o2)cc1Br,4%,3.5%,29%,11%,-6%,
Cc1ccnc(-n2c(-c3ccco3)nc3ccccc3c2=O)c1,13%,i,27%,3%,-20%,
Cc1cccc(NC(=O)N2CCCCCC2)c1,-10%,1.6%,0%,-15%,19%,

# This part in full (from the top)
SMILES,Salmonella PhoP GFP,inhibitors of VEEV,tuberculosis growth,M. tuberculosis HTS,influenza NS1A,others
Cc1ccc([C@H]2C(C(=O)O)=CC[C@@H](c3cccc(Cl)c3)N2S(=O)(=O)c2ccc(C)cc2)cc1,/,i,/,/,-20%,
Cc1ccc(-c2nc3cc(N)ccc3o2)cc1Br,4%,3.5%,29%,11%,-6%,
Cc1ccnc(-n2c(-c3ccco3)nc3ccccc3c2=O)c1,13%,i,27%,3%,-20%,
Cc1cccc(NC(=O)N2CCCCCC2)c1,-10%,1.6%,0%,-15%,19%,
O=C(O)c1cc([N+](=O)[O-])ccc1NCc1cccnc1,1%,0.9%,26%,5%,5%,
CCCS(=O)(=O)N1CCN=C1SCc1cccnc1,4%,0.1%,20%,3%,0%,
COC(=O)c1sccc1NC(=O)CN(C)NS(=O)(=O)c1ccc(F)cc1,-6%,4.2%,12%,-2%,5%,
COc1ccc(-c2nn(-c3ccccc3)cc2/C=N/O)cc1OC,-1%,9.2%,-3%,?,-18%,
Cc1nnc(NC(=O)C23CC4CC(C)(CC(C)(C4)C2)C3)s1,-5%,1.1%,-5%,1%,-1%,
O=C(c1cccc(F)c1)N1CCN(c2cc(N3CCCCC3)c(F)cc2[N+](=O)[O-])CC1,-9%,i,31%,64%,-6%,
CCOc1ccc(C(=O)NCC(=O)N2CCCCCCC2)cc1OCC,0%,3.9%,15%,4%,-2%,
COc1ccc([C@H]2CC(=O)C=C(c3ccc(OC)c(F)c3)C2)cc1,/,1.4%,66%,34%,14%,
O=C(NCc1ccccc1)C(=O)NCC(c1ccco1)N1CCN(c2ccccc2F)CC1 (stereo not given),8%,0.8%,12%,0%,-10%,
COc1ccc(NC(=O)N2CCC(c3nc(-c4cccs4)no3)CC2)cc1,10%,0.2%,9%,8%,5%,
O=[N+]([O-])c1ccc(Cl)c(CN2CCSCC2)c1,-10%,1.3%,-15%,1%,6%,
CCN(CC)C(=O)Cn1cc(/C=C(\C#N)C(=O)NC2CC2)c2ccccc21,-3%,2.1%,-1%,4%,3%,
CC(=O)c1cccc(NC(=O)CCCCCn2nnc3ccccc3c2=O)c1,2%,0.8%,16%,-2%,-10%,
CCCN(CCC)S(=O)(=O)c1ccc(C(=O)N2CCC(=O)c3ccccc32)cc1,-3%,6.8%,41%,-6%,2%,
CCOC(=O)c1c(C)noc1-c1ccco1,7%,0.5%,-24%,-3%,/,
O=C(CCCn1c(=O)oc2ccccc21)N1CCN(c2ccccn2)CC1,-1%,0.9%,-4%,-3%,9%,
O=C(Cn1cc([N+](=O)[O-])cn1)Nc1ccccn1,-5%,0.3%,-3%,-1%,-1%,
CC(=O)Nc1ccc([N+](=O)[O-])c(CS(=O)(=O)c2ccc(C)cc2)c1[N+](=O)[O-],-4%,0.9%,-8%,6%,2%,
COc1ccccc1CCNC(=O)c1cnccn1,-5%,0.8%,73%,6%,26%,
CCc1ccc(NC(=O)c2ccc(C3SCC(=O)N3CCc3ccccc3)cc2)cc1 (stereo not given),5%,1.5%,40%,98µM*,13%,inhibitors of VEEV 10K pilot screen=3.3
CCc1cccc2c(=O)c(C(=O)NCCN3CCOCC3)c[nH]c12,-3%,6.8%,-7%,-3%,13%,inhibitors of VEEV 10K pilot screen=2.6

# Reprinted at random: two records from the list
SMILES,Salmonella PhoP GFP,inhibitors of VEEV,tuberculosis growth,M. tuberculosis HTS,influenza NS1A,others
COc1ccc(NC(=O)N2CCC(c3nc(-c4cccs4)no3)CC2)cc1,10%,0.2%,9%,8%,5%,
O=[N+]([O-])c1ccc(Cl)c(CN2CCSCC2)c1,-10%,1.3%,-15%,1%,6%,

# Entries shown so far that have two or more sulfur atoms, in the order listed:
SMILES,Salmonella PhoP GFP,inhibitors of VEEV,tuberculosis growth,M. tuberculosis HTS,influenza NS1A,others
CCCS(=O)(=O)N1CCN=C1SCc1cccnc1,4%,0.1%,20%,3%,0%,
COC(=O)c1sccc1NC(=O)CN(C)NS(=O)(=O)c1ccc(F)cc1,-6%,4.2%,12%,-2%,5%,

# Carrying on.
SMILES,Salmonella PhoP GFP,inhibitors of VEEV,tuberculosis growth,M. tuberculosis HTS,influenza NS1A,others
CC1CCN(C(=O)c2[nH]cnc2C(=O)NCCCCCNC(=O)OC(C)(C)C)CC1,/,3.0%,-7%,1%,0%,
COc1ccc(N(C)C(=O)Cn2c(=O)oc3ccccc32)c(OC)c1,6%,0.3%,20%,-6%,2%,
CCOc1ccccc1NC(=O)Nc1ccncc1,29%,9.8%,14%,8%,-9%,
CCC(=O)N1CCN(c2ccccc2NC(=O)c2ccc(OC)c(Cl)c2)CC1,0%,0.7%,46%,2%,4%,
COc1ccc(S(=O)(=O)N2CCCCC2)cc1NC(=O)COC(=O)c1ccco1,/,i,6%,2%,-1%,
CCOC(=O)c1cnc(Nc2nc3ccccc3o2)nc1CSC(=S)N(CC)CC,3%,10%,28%,20µM*,-3%,
CSc1ncc(C(=O)Nc2ccccc2C)c(C)n1,-8%,1.5%,-2%,58%,-9%,
Cc1[nH][nH]c(=O)c1C(c1c(C)[nH][nH]c1=O)c1cn(C)c2ccccc12,/,4.3%,/,/,7%,
COc1ccc(C2=NOC(Cn3nc(C(=O)NCc4ccco4)cc3-c3ccccc3)C2)cc1 (stereo not given),5%,5.8%,32%,49%,2%,
CSc1ccccc1NC(=O)CN1CCCCC1C (stereo not given),23%,0.7%,-16%,-7%,3%,
Cc1nc2cc(NC(=O)C3COc4ccccc4O3)ccc2s1 (stereo not given),8%,0.4%,?,32%,-2%,
COc1ccc(C(=O)n2nc(-c3ccco3)nc2N)cc1OC,/,0.8%,/,/,0%,
CN(C(=O)C1CC1)C1CCS(=O)(=O)C1 (stereo not given),-1%,0.1%,-12%,0%,-2%,
Cc1cc(/C=C2\NC(=S)NC2=O)c(C)n1-c1cccnc1,-6%,i,32%,3%,-4%,
COc1ccc(C(=O)COC(=O)CCN=C2NS(=O)(=O)c3ccccc32)cc1OC,6%,i,5%,-13%,-7%,
CC(=O)Nc1ccc(S(=O)(=O)N2CCN(S(=O)(=O)N3CCCCCC3)CC2)cc1,-5%,1.2%,-13%,-5%,-4%,
COc1ccc(NC(=O)c2ccc3c(=O)n(Cc4ccco4)c(=S)[nH]c3c2)c(OC)c1,-4%,i,-18%,34%,2%,
CC(C)SCC(=O)Nc1ncc2c(n1)-c1ccccc1CC2,1%,3.6%,2%,-3%,6%,
CCCC(=O)N(Cc1cc2cc(C)ccc2[nH]c1=O)c1ccccc1OC,-6%,11%,3%,-8%,-2%,inhibitors of VEEV 10K pilot screen=7.2
COc1ccc(/C=N/NC(=O)c2ccn[nH]2)cc1Cn1nc(C)c([N+](=O)[O-])c1C,-2%,13%,17%,5%,/,
CCOC(=O)c1c(NC(=O)c2cc(-c3ccc(Cl)s3)nc3ccccc23)sc(C(N)=O)c1C,-1%,i,7%,-3%,-3%,
O=C(CSCc1c(F)cccc1Cl)NCCSCc1ccco1,16%,i,64%,-4%,-4%,
COc1cc(SC)ccc1C(=O)NCCc1ccccc1,-4%,i,24%,0%,-4%,
CC12CCC(=O)N1C(C(=O)N1CCN(S(=O)(=O)c3cccc(Cl)c3)CC1)CS2 (stereo not given),2%,6.7%,-2%,3%,-12%,
CCN(CC)S(=O)(=O)c1cccc(NN=c2c(=O)c3ccccc3c2=O)c1,-4%,0.9%,4%,5%,-12%,
# (listing goes on)
SMILES,Salmonella PhoP GFP,inhibitors of VEEV,tuberculosis growth,M. tuberculosis HTS,influenza NS1A,others
Cc1onc(-c2ccccc2)c1C(=O)n1cccn1,-1%,i,19%,1%,0%,
O=C(CCCn1c(=S)[nH]c2cc3c(cc2c1=O)OCO3)N1CCN(c2ccccc2F)CC1,-8%,1.0%,0%,21%,-16%,
CCC1CCCCN1CCCNC(=O)CSc1nc2nc(C)c(Cc3ccccc3)c(C)n2n1 (stereo not given),0%,0.3%,19%,-4%,0%,
CCCCCOc1ccc(NC(=O)C(=O)NCC2CCCN2CC)cc1 (stereo not given),-5%,7.7%,30%,?,-16%,
O=C(Cn1cnc2c(nnn2Cc2ccc(F)cc2)c1=O)N1CCCCC1,-6%,1.1%,1%,3%,-10%,
COc1ccc(/C(O)=C2/C(=O)C(=O)N(CCCN(C)C)C2c2ccccc2)cc1OC (stereo not given),-5%,3.9%,-16%,-12%,1%,
c1ccc(-c2nnc(N3CCOCC3)c3ccccc23)cc1,5%,0.5%,3%,5%,/,
CC(C)N=C(Nc1ccccc1)c1cccnc1,10%,0.8%,-17%,-5%,-6%,
CCc1c(C)nc2ncnn2c1N1CCCC(C(=O)Nc2ccc(NC(C)=O)cc2)C1 (stereo not given),0%,1.5%,2%,-2%,-15%,
COc1ccc(Cl)cc1NC(=O)Nc1ccc(C(=O)N2CCCC2)cc1,-2%,1.8%,8%,-7%,-9%,
OC(COC(c1ccc(F)cc1)c1ccc(F)cc1)CN1CCCC1 (stereo not given),2%,0.2%,1%,11%,-3%,
O=[N+]([O-])c1cccc(N2Cc3ccccc3C2)c1,-16%,1.7%,6%,5%,5%,
CCOC(=O)c1ccc(NC(=O)CCSCCc2ccccn2)cc1,6%,1.2%,i,?,-19%,
CCOC(=O)C1(Cc2cccc(F)c2)CCN(Cc2cnn(CC)c2C)CC1,5%,0.8%,6%,-2%,/,
O=C([O-])c1ccc(-[n+]2c(-c3ccccc3)cc(-c3ccccc3)cc2-c2ccccc2)cc1,-6%,0.1%,47%,56%,-1%,
Cc1ccccc1NP(=O)(Oc1ccccc1F)Oc1ccccc1F,-7%,6.6%,16%,2%,20%,
Cc1cccc(C)c1NC(=O)CN(C)C(=O)c1ccccc1Cc1ccccc1,-3%,7.2%,-1%,3%,-3%,
Cc1cc(NC(=O)CSc2nnc(NCc3ccco3)s2)no1,/,1.8%,6%,-16%,-8%,
Cc1ccc(F)cc1NC(=O)CCC(=O)c1cccs1,8%,1.7%,-1%,2%,-1%,
O=C(/C=C/c1ccco1)N1CCN(c2ccc(F)cc2)CC1,-3%,1.1%,75%,-1%,11%,

# Molecules shown so far that have a COOH group (two):
SMILES,Salmonella PhoP GFP,inhibitors of VEEV,tuberculosis growth,M. tuberculosis HTS,influenza NS1A,others
Cc1ccc([C@H]2C(C(=O)O)=CC[C@@H](c3cccc(Cl)c3)N2S(=O)(=O)c2ccc(C)cc2)cc1,/,i,/,/,-20%,
O=C(O)c1cc([N+](=O)[O-])ccc1NCc1cccnc1,1%,0.9%,26%,5%,5%,

# Rows were taken by chance, and some 1.5% of all compounds hit somewhere here.
